Compound activity: PubChem, The Scripps Research Institute Molecular Screening Center
PAFAH1B3 inh – blocks human PAF acetylhydrolase 1B catalytic subunit 3 | inhibition, % at 3.39 µM | AID 492972 | recombinant PAFAH1B3, FP-rhodamine probe, fluorescence polarization | actives 0.28% (n = 340,000) | Q15102;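 active = inhibition above the screen-wide average of all tested compounds plus 3 SD, cut at about 25% in these data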;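 note: 0% = enzyme with DMSO only and 100% = wells lacking PAFAH1B3 protein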
PAD4 inh – blocks human protein arginine deiminase 4 | Q9UM07 | recombinant PAD4, RCA probe fluorescence polarization | inhibition, % at 6.36 µM | actives 0.41% (n = 330,000);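 active = percent inhibition above a cutoff equal to the mean of all tested compounds plus 3 SD, cut at about 15% in these data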;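 note: 0% = PAD4 with RCA probe and DMSO and 100% = probe without PAD4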
GSTO1 inh – blocks human GSTO1 in RBBP9 counter-screen; recombinant GSTO1, activity-based probe fluorescence polarization; actives 1.1% (n = 300,000); AID 1974; inhibition, % at 5.96 µM;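 active = inhibition above the campaign mean inhibition plus 3 SD, cut at about 35% in these data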;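 note: 0% = GSTO1-1 with DMSO and 100% = wells lacking GSTO1-1 enzyme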
pPAFAH FP inh – inhibitors of human plasma PAF acetylhydrolase (pPAFAH); recombinant pPAFAH, FP-rhodamine probe fluorescence polarization; actives 1.5% (n = 330,000); inhibition, % at 3.39 µM;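 active = inhibition above the mean inhibition across the screen plus 3 SD, cut at about 25% in these data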;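 note: inhibitors block binding of the rhodamine activity-based probe so polarization drops; 0% = enzyme with DMSO and 100% = wells lacking pPAFAH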
LYPLA2 inh – LYPLA2 (human) inhibition in PME1 counter-screen; O95372; recombinant LYPLA2, FP-Rh probe fluorescence polarization; inhibition, % at 5.9 µM; actives 0.38% (n = 320,000);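 active = inhibition above the screen-wide mean plus 3 SD, limit set per campaign, cut at about 26% in these data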;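 note: 0% = LYPLA2 with DMSO and 100% = wells lacking LYPLA2 enzyme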
LYPLA1 counter – counter-screen for PME1 inhibitors: inhibitors of human LYPLA1 | actives 0.16% (n = 320,000) | inhibition, % at 5.9 µM | recombinant LYPLA1, FP-Rh probe fluorescence polarization | AID 2174 | O75608;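 active = inhibition above the mean of all tested compounds plus 3 SD, set per campaign, cut at about 14% in these data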;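 note: inhibitors block serine hydrolase probe labeling of LYPLA1 so polarization falls; 0% = enzyme with DMSO and 100% = wells lacking LYPLA1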
Target sequence (O75608 whole entry, looked up): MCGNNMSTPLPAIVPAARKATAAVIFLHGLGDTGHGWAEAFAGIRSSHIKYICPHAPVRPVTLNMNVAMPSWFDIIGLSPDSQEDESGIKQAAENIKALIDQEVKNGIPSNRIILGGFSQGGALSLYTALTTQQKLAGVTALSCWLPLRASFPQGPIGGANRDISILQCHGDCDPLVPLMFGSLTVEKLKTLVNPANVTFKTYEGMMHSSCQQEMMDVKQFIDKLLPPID
PREPL inh – human PREPL enzyme inhibition | Q4J6C6 | recombinant PREPL, fluorescence polarization activity-based probe | inhibition, % at 5.96 µM | actives 0.68% (n = 320,000) | AID 2751; in the data active = inhibition above about 43%;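 note: 0% = enzyme with DMSO and 100% = wells lacking enzyme; many of its hits are not listed in these tables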
Target sequence (Q4J6C6 whole entry, looked up): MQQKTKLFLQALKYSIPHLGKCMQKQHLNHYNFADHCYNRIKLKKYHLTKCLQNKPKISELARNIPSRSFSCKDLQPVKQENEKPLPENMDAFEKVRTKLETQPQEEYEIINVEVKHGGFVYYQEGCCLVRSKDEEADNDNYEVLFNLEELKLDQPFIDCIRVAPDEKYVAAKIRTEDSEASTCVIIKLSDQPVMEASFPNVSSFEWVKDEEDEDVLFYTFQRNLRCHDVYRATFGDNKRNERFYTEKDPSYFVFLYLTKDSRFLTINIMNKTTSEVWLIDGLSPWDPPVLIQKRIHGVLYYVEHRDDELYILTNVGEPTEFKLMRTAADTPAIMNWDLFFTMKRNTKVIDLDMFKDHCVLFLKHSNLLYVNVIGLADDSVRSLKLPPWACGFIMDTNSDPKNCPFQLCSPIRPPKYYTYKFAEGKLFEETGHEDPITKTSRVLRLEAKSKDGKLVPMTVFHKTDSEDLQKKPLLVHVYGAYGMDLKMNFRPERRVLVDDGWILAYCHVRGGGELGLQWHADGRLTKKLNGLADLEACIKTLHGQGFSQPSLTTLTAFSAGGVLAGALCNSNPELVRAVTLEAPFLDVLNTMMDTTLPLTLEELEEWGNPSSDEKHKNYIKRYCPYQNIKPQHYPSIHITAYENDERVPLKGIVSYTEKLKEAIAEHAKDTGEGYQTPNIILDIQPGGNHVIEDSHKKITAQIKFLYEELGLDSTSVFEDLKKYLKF
PME-1 inh – PME-1 (human) inhibition; Q9Y570; recombinant PME-1, FP-Rh probe fluorescence polarization; inhibition, % at 5.9 µM; actives 0.53% (n = 320,000); AID 2130;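 active = inhibition above the campaign mean of all compounds plus 3 SD, cut at about 26% in these data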;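 note: competitive labeling of PME-1 active site by serine hydrolase directed probe; 0% = PME-1 with DMSO and 100% = wells lacking PME-1 enzyme; inhibitors block probe labeling so polarization falls and inhibition rises; many of its hits are not listed in these tables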
PAFAH1B2 inh – PAFAH1B2 (human) inhibition. P68402. inhibition, % at 3.39 µM. AID 492953. actives 1.2% (n = 340,000). recombinant PAFAH1B2, FP-rhodamine activity probe, fluorescence polarization;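 active = inhibition above the mean of all tested compounds plus 3 SD, cut at about 24% in these data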;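 note: 0% = enzyme with DMSO and 100% = wells lacking PAFAH1B2; many of its hits are not listed in these tables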
* = called active by the depositor; . = no result given. Not all compounds are listed. The share of hits here may be higher or lower than overall.

SMILES	PAFAH1B3 inh	PAD4 inh	GSTO1 inh	pPAFAH FP inh	LYPLA2 inh	LYPLA1 counter	PREPL inh	PME-1 inh	PAFAH1B2 inh
COc1ccc(NC(=O)c2ccc(NCCCN3CCOCC3)c([N+](=O)[O-])c2)cc1	-1	4	1	3	10	12	9	7	7
COC(C(=O)Nc1ccnn1C1CCN(C(=O)c2cccc(F)c2)CC1)c1ccccc1 (stereo unspecified)	0	1	4	7	8	5	-3	1	0
NS(=O)(=O)c1ccc(NC2=CC(c3ccc([N+](=O)[O-])cc3)N(c3ccc(S(N)(=O)=O)cc3)C2=O)cc1 (stereo unspecified)	-36	-7	9	3	-75	-28	1	-64	-30
COc1ccc(NC2CCCN(C(=O)c3cc(CC(C)C)nc(N)n3)C2)cc1 (stereo unspecified)	7	-3	1	5	3	7	11	3	2
CCN(CC(=O)Nc1cc(Cl)ccc1C)C(=O)c1ccc(=O)n(Cc2ccccc2)n1	-2	4	7	0	6	1	8	2	3
O=C(O)/C=C\C(=O)Nc1ccc(OCc2ccccc2)cc1	14	-3	0	7	3	-4	4	4	20
CN(CC(=O)Nc1ccc(F)cc1)C(=O)CSc1nnc(Cc2ccccc2)o1	7	2	.	1	.	.	11	.	2
CCC(C(=O)NC1CCCC1)N(C(=O)Cn1nnc(-c2cccs2)n1)c1cnc2ccccc2c1 (stereo unspecified)	9	-7	1	-2	8	3	-4	-4	7
O=C(NCC1CCCO1)C1CCN(S(=O)(=O)c2cccnc2)CC1 (stereo unspecified)	5	-5	2	-1	1	0	10	0	-3
O=C(CN(C(=O)c1csnn1)c1ccccc1F)NCc1ccc2c(c1)OCO2	6	-2	5	9	-1	-6	-5	6	4
COc1ccccc1Nc1ncc(-c2cccs2)s1	4	-12	-2	10	5	-7	7	14	-1
CCNc1[nH]c(=O)n(C)c(=O)c1N=O	-10	4	14	3	6	4	-1	6	10
CCOC(=O)c1c(NC(=O)CSc2nnc(-c3cccnc3)o2)sc(C)c1C	6	2	-5	3	7	1	-4	-4	5
CCc1ccc(OCC(=O)O/N=C(\N)c2ccncc2)cc1	7	-1	-5	4	12	5	12	0	3
CCOc1ccc(CCNC(=O)CSc2nnnn2C)cc1OCC	5	4	0	0	2	1	1	4	8
Cc1cc(-c2ccc(N3C(=O)CCC3=O)c(C)c2)ccc1N1C(=O)CCC1=O	-4	-7	3	4	-2	3	-2	-3	6
Cc1cccc(NC(=O)CSc2nc3ccc(NC(=O)CSc4nnnn4-c4ccccc4)cc3s2)c1C	.	-7	-18	1	-24	-14	-19	-29	.
Cc1ccc(Cn2nnnc2CN2CCC(NC(=O)C(C)(C)C)CC2)cc1	2	-7	2	4	-6	-2	2	3	1
CN(C)C1=NC[C@H](Cc2ccccc2)N1CCc1ccc(F)cc1	5	-4	1	6	2	1	-2	0	1
CS(=O)(=O)Nc1ccc(C(=O)NCCC2=CCCCC2)cc1	9	3	3	1	2	0	17	4	0
Cc1cccc(N2CCN(C(=O)CSc3ccsc3[N+](=O)[O-])CC2C)c1 (stereo unspecified)	0	-1	7	13	12	7	24	0	3
COc1cc(CCC(=O)N2CCN(c3ncccn3)CC2)cc(OC)c1OC	.	-2	-11	1	-9	-1	-8	-5	.
COc1cc(Cl)c(NS(=O)(=O)c2ccc(-c3ccc(=O)[nH]n3)o2)c(OC)c1	-2	0	-3	5	3	3	4	5	0
Cc1ccccc1N1CC(O)(c2cccs2)[N+]2=C1CCCC2 (stereo unspecified)	1	-4	11	1	-3	-1	4	8	3
COc1ccc(Nc2ncc(C(=O)O)c3ccccc23)cc1	7	-4	-5	0	1	-4	10	1	4
Next section.
SMILES	PAFAH1B3 inh	PAD4 inh	GSTO1 inh	pPAFAH FP inh	LYPLA2 inh	LYPLA1 counter	PREPL inh	PME-1 inh	PAFAH1B2 inh
O=C(CCCOc1ccc(Cl)cc1Cl)NCCc1ccccn1	9	4	4	10	8	2	-2	5	7
Cn1cc2cccc([N+](=O)[O-])c2n1	-4	-6	0	1	1	4	6	9	3
O=C(CN(C1CCCCC1)S(=O)(=O)c1ccccc1)NCc1cccnc1	6	2	8	-2	1	-4	1	-11	-1
CCCCn1c(N)c(N(CC(C)C)C(=O)C2CCN(S(=O)(=O)c3ccc(C)c(C)c3)CC2)c(=O)[nH]c1=O	5	-3	-1	-6	-8	-3	-2	-9	0
CC1CCCCC1Nc1ncnc2sccc12 (stereo unspecified)	-5	-4	4	4	-4	-3	-1	-2	6
O=C(CSc1nnnn1C1CC1)Nc1cc(S(=O)(=O)N2CCCC2)ccc1Cl	8	-2	.	8	.	.	6	.	5
O=c1c(-c2ccc(O)cc2)coc2cc(OC3OC(CO)C(O)C(O)C3O)ccc12 (stereo unspecified)	-3	4	4	0	-1	-1	17	0	-1
Cc1ccc(C(C(=O)NC2CCCCC2)N(CC2CCCO2)C(=O)CNC(=O)c2ccco2)cc1 (stereo unspecified)	8	0	-4	11	2	-1	4	0	1
O=C(CN(Cc1ccccc1)C(=O)CNS(=O)(=O)c1ccccc1)NCc1ccco1	11	-6	1	9	-6	-2	-8	1	-2
Cc1c(C(=O)N2CCN(C/C=C/c3ccccc3)CC2)oc2c(F)cccc12	0	3	.	5	1	1	-7	2	-3
Cc1ccc2oc(=O)n(CC(=O)N3CCOCC3)c2c1	0	-3	4	5	0	-4	4	-7	5
CCNC(=O)CN(c1ccc(Cl)cc1)S(=O)(=O)c1ccccc1	4	-8	1	2	6	3	-4	3	1
O=C1NCN(c2ccccc2)C12CCN(CCCC(c1ccc(F)cc1)c1ccc(F)cc1)CC2	9	-2	0	13	0	-3	-4	-7	2
CCc1cc(/C(Cc2cscn2)=N\O)c(O)cc1O	11	3	-3	7	3	5	9	2	4
Cc1oc(-c2cccc(Cl)c2)nc1CN1CCC(C(=O)NCc2ccco2)CC1	11	-1	3	4	-2	-4	40	-2	5
COc1ccc(-c2cnc(SCC(=O)Nc3cc(C)on3)n2Cc2ccco2)cc1	-2	-9	5	9	1	3	11	-2	3
CCOc1ccc(OCCN2CCCCC2)cc1	2	-1	2	2	-4	0	8	14	0
Nc1ccccc1/C=N\N=C/c1ccccc1N	10	1	8	-3	0	0	12	-3	-5
Cc1ccccc1NC(=O)c1cccc(C(=O)Nc2ccccc2C)c1	5	5	-5	-1	4	0	0	2	3
CCS(=O)(=O)N1Cc2ccccc2CC1C(=O)Nc1nnc(SCc2ccc(C#N)cc2)s1 (stereo unspecified)	5	2	-61	10	2	-5	1	9	22
Cc1ccc(C(=O)OCC(=O)Nc2cccc(Cl)c2C)c(O)c1	1	2	14	6	-2	0	12	5	1
CCCN(CCC)S(=O)(=O)c1ccc(C(=O)Nc2nnc(CSC)o2)cc1	5	1	7	5	1	0	-1	7	2
Cn1c(=O)c2c(nc(CN3CCOCC3)n2CC(=O)c2ccccc2)n(C)c1=O	9	3	-2	-2	5	-2	20	3	1
Cc1ccc(NC(=O)COc2ccccc2C#N)cc1S(=O)(=O)N1CCCCCC1	8	0	.	-6	-21	-14	17	-5	-2
COc1ccc(OC)c(NC(=O)C2CCN(C(=O)C3CC(=O)N(c4ccc(C)cc4)C3)CC2)c1 (stereo unspecified)	10	3	8	2	5	2	0	0	3

Given bar-delimited: entries from further up
structure | PAFAH1B3 inh | PAD4 inh | GSTO1 inh | pPAFAH FP inh | LYPLA2 inh | LYPLA1 counter | PREPL inh | PME-1 inh | PAFAH1B2 inh
CC1CCCCC1Nc1ncnc2sccc12 (stereo unspecified) | -5 | -4 | 4 | 4 | -4 | -3 | -1 | -2 | 6
O=C(CSc1nnnn1C1CC1)Nc1cc(S(=O)(=O)N2CCCC2)ccc1Cl | 8 | -2 | . | 8 | . | . | 6 | . | 5
O=c1c(-c2ccc(O)cc2)coc2cc(OC3OC(CO)C(O)C(O)C3O)ccc12 (stereo unspecified) | -3 | 4 | 4 | 0 | -1 | -1 | 17 | 0 | -1
Cc1ccc(C(C(=O)NC2CCCCC2)N(CC2CCCO2)C(=O)CNC(=O)c2ccco2)cc1 (stereo unspecified) | 8 | 0 | -4 | 11 | 2 | -1 | 4 | 0 | 1
O=C(CN(Cc1ccccc1)C(=O)CNS(=O)(=O)c1ccccc1)NCc1ccco1 | 11 | -6 | 1 | 9 | -6 | -2 | -8 | 1 | -2
Cc1c(C(=O)N2CCN(C/C=C/c3ccccc3)CC2)oc2c(F)cccc12 | 0 | 3 | . | 5 | 1 | 1 | -7 | 2 | -3
Cc1ccc2oc(=O)n(CC(=O)N3CCOCC3)c2c1 | 0 | -3 | 4 | 5 | 0 | -4 | 4 | -7 | 5
CCNC(=O)CN(c1ccc(Cl)cc1)S(=O)(=O)c1ccccc1 | 4 | -8 | 1 | 2 | 6 | 3 | -4 | 3 | 1
O=C1NCN(c2ccccc2)C12CCN(CCCC(c1ccc(F)cc1)c1ccc(F)cc1)CC2 | 9 | -2 | 0 | 13 | 0 | -3 | -4 | -7 | 2
CCc1cc(/C(Cc2cscn2)=N\O)c(O)cc1O | 11 | 3 | -3 | 7 | 3 | 5 | 9 | 2 | 4
Cc1oc(-c2cccc(Cl)c2)nc1CN1CCC(C(=O)NCc2ccco2)CC1 | 11 | -1 | 3 | 4 | -2 | -4 | 40 | -2 | 5
COc1ccc(-c2cnc(SCC(=O)Nc3cc(C)on3)n2Cc2ccco2)cc1 | -2 | -9 | 5 | 9 | 1 | 3 | 11 | -2 | 3
CCOc1ccc(OCCN2CCCCC2)cc1 | 2 | -1 | 2 | 2 | -4 | 0 | 8 | 14 | 0
Nc1ccccc1/C=N\N=C/c1ccccc1N | 10 | 1 | 8 | -3 | 0 | 0 | 12 | -3 | -5
Cc1ccccc1NC(=O)c1cccc(C(=O)Nc2ccccc2C)c1 | 5 | 5 | -5 | -1 | 4 | 0 | 0 | 2 | 3

Going on with the list.
SMILES	PAFAH1B3 inh	PAD4 inh	GSTO1 inh	pPAFAH FP inh	LYPLA2 inh	LYPLA1 counter	PREPL inh	PME-1 inh	PAFAH1B2 inh
COc1ccc(-c2nc(CN3CCN(Cc4cccc(Cl)c4)CC3)c(C)o2)cc1	5	-2	4	2	5	2	-17	3	6
C=CCNC(=O)C(=O)c1cccn1-c1ccsc1C(=O)OC	3	-3	2	-3	-6	-2	-2	-4	0
Cc1cccn2c(CNCC3(c4ccccc4)CCCC3)c(C(=O)N3CCOCC3)nc12	16	4	3	5	7	0	10	1	17
COc1ccc(/C=N/NC(=O)c2cccc(NC(=O)c3ccccc3)c2)c(C(=O)O)c1OC	6	1	-7	0	-6	-5	1	4	-1
O=C(CCCN1C(=O)/C(=C/c2ccc3c(c2)OCO3)SC1=S)Nc1ccc(C(=O)O)cc1	4	-4	-8	3	5	1	9	0	1
CCc1ccc(CNC(=O)c2ccc3nc(C4CCCCC4)oc3c2)nc1	3	-5	3	-7	-1	-1	1	-11	2
Cc1ccc(S(=O)(=O)N2CCN(c3ncnc4scc(-c5ccccc5)c34)CC2)cc1	1	6	.	2	.	.	-2	.	12
O=S(=O)([N-]c1nc2ccccc2nc1-n1cc[n+](Cc2ccccc2)c1)c1ccccc1	4	5	5	8	4	1	-1	12	1
CC(=O)OCc1c(C(F)(F)F)nn(C)c1Oc1cccc(C(F)(F)F)c1	1	-4	-4	-1	-7	0	22	-7	-1
CCc1nc2sc3ccccc3c(=O)c2c(=O)n1Cc1ccco1	-4	0	11	4	0	0	5	1	-1
Cc1ccc(NC(=O)c2ccc([N+](=O)[O-])o2)cc1C	6	-14	12	1	-1	0	2	-5	1
COc1ccccc1-n1cnnc1SCC(=O)Nc1cccc(S(N)(=O)=O)c1	-2	-1	-1	0	-1	-6	-10	-2	-3
